KCNH2 3.1 inh: inhibitors of human KCNH2 3.1 potassium channel isoform. U2OS KCNH2 3.1, thallium flux FluxOr; hits give low values. activity change, % (tested at about 1.8 µM). 340,000 compounds, 0.95% hits;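 active = maximum activity change below -70%; inconclusive = maximum activity change from -70% to -50%; inactive = maximum activity change above -50%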;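 also: thallium influx rate constant from kinetic fluorescence after stimulation buffer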
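Thallium flux via FluxOr fluorescence (Red40 quencher, 45 min loading) in U2OS cells virally expressing the KCNH2 3.1 isoform (1.77 x 10^8 /mL virus, overnight at 37 C). Rate constants from 2-min kinetic reads post-stimulation, normalised to positive and negative controls.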
GALK inh: galactokinase (human) inhibition. P51570. Purified GALK, Kinase-Glo residual ATP luminescence. Potency, µM (titrated, usually from 57.5 µM), without a hit: at the highest dose activity change, negative = inhibition, most hits filed as inhibitors. 270,000 compounds, 0.007% hits. AID 1868; also: potency is read from the fitted curve at half-maximal effect
Target sequence (P51570 whole entry, looked up): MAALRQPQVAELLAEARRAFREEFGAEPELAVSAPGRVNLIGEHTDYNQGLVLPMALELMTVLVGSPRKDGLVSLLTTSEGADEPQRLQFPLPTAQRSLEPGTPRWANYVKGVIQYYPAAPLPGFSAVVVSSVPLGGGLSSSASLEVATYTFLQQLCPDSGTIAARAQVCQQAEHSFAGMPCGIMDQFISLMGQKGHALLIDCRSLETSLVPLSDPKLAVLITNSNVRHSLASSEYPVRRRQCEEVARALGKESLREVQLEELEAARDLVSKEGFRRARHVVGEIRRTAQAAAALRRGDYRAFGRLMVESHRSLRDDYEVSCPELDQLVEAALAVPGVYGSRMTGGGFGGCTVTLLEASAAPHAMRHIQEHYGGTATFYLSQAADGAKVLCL
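Human GALK (5 nM) with 35 uM ATP and 100 uM galactose in 20 mM HEPES pH 8.0, 5 mM MgCl2, 60 mM NaCl, 1 mM DTT, 0.01% BSA. After 1 h at room temperature, leftover ATP was read by Kinase-Glo Plus luminescence.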
Chronic BCR inh: inhibitors of chronic active B-cell receptor signaling; ABC-DLBCL IkBa-CBG/CBR reporter, luminescence ratio, 4 h; Potency, µM (series often up to 46.1 µM), without a hit: at the top dose ratio change, negative = lower green/red ratio, actives largely listed as inhibitors; 340,000 compounds, 0.05% hits; active = well fitted inhibition curve with a large enough effect in the signal ratio, with a control signal flat, not every such curve was filed as active; inconclusive = small, poorly fitted or top-dose-only effect, or effect the other way, or a change in a side signal; the % refers to the signal ratio;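 also: potency is read from the fitted curve at half-maximal effect; plate controls were basal doxycycline-induced cells for no effect and cells given 10 µM MG132 for full effect; MG132 reads +100%, hits lower the ratio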
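Cell line TMD8 (human ABC DLBCL), stably expressing tet-inducible CBG68-IkBa fusion and CBR; IMDM/0.5% FBS; cpd up to 46 uM; dox induction, 4 h, 37C/5% CO2; dual luminescence; green/red ratio; MG132 control.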
PKM2 activator: increases activity of human pyruvate kinase M2; P14618; purified PKM2, Kinase-Glo ATP luminescence, activation; response scale: 0% is enzyme alone, no compound; Potency, µM (series often up to 57.5 µM), inactives show top-dose activation, most hits filed as activators; 260,000 compounds, 0.34% hits; AID 1631; also: potency is read from the fitted curve at half-maximal effect; nearly all actives have a fitted effect of over 55% in size
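Purified hPK-M2 (>95% pure) converted ADP (0.1 mM final) to ATP with 0.5 mM PEP in 50 mM imidazole pH7.2, KCl, MgCl2, Tween 20, BSA; 1 h at room temperature. ATP detected by Kinase-Glo luminescence.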
USP2a block: inhibitors of human ubiquitin-specific protease USP2a. O75604. USP2 core, Ub-CHOP2 coupled fluorogenic reporter, 485/531. Potency, µM (highest dose often 38.3 µM), for the others: top-dose activity change, negative = inhibition, most hits filed as inhibitors. 330,000 compounds, 0.01% hits;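 also: potency is read from the fitted curve at half-maximal effect; plate controls were DMSO wells for no effect and full inhibition by NEM control for full effect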
Target sequence (O75604 whole entry, looked up): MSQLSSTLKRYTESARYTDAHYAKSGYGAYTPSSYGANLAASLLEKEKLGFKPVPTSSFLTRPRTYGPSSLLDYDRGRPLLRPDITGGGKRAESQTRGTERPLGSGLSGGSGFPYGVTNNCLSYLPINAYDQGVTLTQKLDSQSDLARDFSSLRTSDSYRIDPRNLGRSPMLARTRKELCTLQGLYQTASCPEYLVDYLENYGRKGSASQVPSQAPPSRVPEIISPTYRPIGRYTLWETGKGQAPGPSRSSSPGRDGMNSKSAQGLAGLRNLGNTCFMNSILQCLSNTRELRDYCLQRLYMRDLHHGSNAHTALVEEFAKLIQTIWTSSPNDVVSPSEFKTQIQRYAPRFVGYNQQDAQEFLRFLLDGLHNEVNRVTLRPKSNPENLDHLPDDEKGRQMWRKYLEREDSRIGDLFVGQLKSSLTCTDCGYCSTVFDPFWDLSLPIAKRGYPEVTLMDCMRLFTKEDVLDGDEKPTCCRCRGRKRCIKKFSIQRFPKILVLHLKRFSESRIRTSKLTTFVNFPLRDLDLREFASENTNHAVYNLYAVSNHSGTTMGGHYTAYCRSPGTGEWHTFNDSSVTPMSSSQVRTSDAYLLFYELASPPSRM
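USP2 core (10nM final) preincubated 30min RT with compound in 20mM Tris-HCl pH 8.0, 2mM CaCl2, 2mM beta-mercaptoethanol, 0.05% CHAPS; 25nM Ub-CHOP2 plus 25nM reporter substrate added, fluorescence (Ex485/Em531) read after 60min.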
KCNH2 WT inh: blocks the wildtype human KCNH2 potassium channel; Q12809; U2OS, BacMam KCNH2, thallium flux FluxOr; hits give low values; activity change, % at 1.84 µM; 340,000 compounds, 0.37% hits; AID 720551;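 active = maximum activity change below -70%; inconclusive = maximum activity change between -70% and -50%; inactive = maximum activity change above -50%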
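U2OS cells were transduced with wild-type KCNH2 virus (2.03 x 10^8 / mL) for 4 h at room temperature, then cultured overnight at 37 C. Thallium flux was read with FluxOr dye. Rate constants were normalized to DMSO controls.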
uPA generation: blocks generation of uPA at the cell surface | cell surface uPA generation assay, qHTS | 330,000 compounds, 0.31% hits | Potency, µM (titrated, usually from 38.3 µM), without a hit: at the highest dose activity change, negative = inhibition, hits mostly inhibitors | AID 540303; active = well fitted inhibition curve with a large enough effect; inconclusive = small, poorly fitted or top-dose-only effect; inactive = no such curve, though single readings can be large or run the other way; tested in mouse RAW 264.7 cells; also: potency is read from the fitted curve at half-maximal effect; nearly all actives have a fitted effect of over 55% in size
Giardia killer: Giardia lamblia killing | Giardia lamblia trophozoite viability | activity change, % at 7.66 µM, hits read low | 340,000 compounds, 0.15% hits | AID 540267; in the data active = activity change below about -80%; inconclusive = between about -30% and that limit;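 also: parasites exposed to compound for two days anaerobically before the ATP read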
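Anaerobic 48 hrs incubation at 37 deg C of 100 trophozoites/well with test compounds; ATPLite 1-Step luminescence, 15-30 min RT, reports cellular ATP as viability.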
Eya2 phos inh: blocks the phosphatase activity of human Eya2. Potency, µM (series often up to 76.9 µM), without a hit: at the highest dose activity, negative = inhibition, actives largely listed as inhibitors. O00167. recombinant Eya2, OMFP fluorescence dephosphorylation (OMFP is methylfluorescein phosphate). AID 488837. 330,000 compounds, 0.006% hits; also: potency is read from the fitted curve at half-maximal effect
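Eya2 (0.2 uM) preincubated 10 min at ambient with compound, then OMFP substrate added at 50 uM; 10 min reaction in 50 mM HEPES pH 7.5, 50 mM NaCl, 5 uM MgCl2, 0.05% BSA, 1 mM DTT. Fluorescence read at Ex 485/Em 525 nm.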
Coupling enz: coupling enzyme interference in Giardia aldolase counter-screen. coupling enzyme system counterscreen, AmpLite Red fluorescence. 290,000 compounds, 0.67% hits. activity change, negative = inhibition, % at 58.2 µM, hits read low. AID 2472; in the data active = activity change below about -30%
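Final compound at 57.5 uM, incubated 10 min at RT with coupling enzyme reagent (glyceraldehyde-3-phosphate), then 20 min with substrate and AmpLite Red detection. Fluorescence read at 525/598 nm; tests interference with the coupling assay, not aldolase inhibition.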
B2AR arrestin: agonists driving beta-arrestin recruitment to human beta2-adrenergic receptor; P07550; beta-arrestin recruitment to beta2AR, cell-based reporter; Potency, µM (series often up to 46.1 µM), for the others: at the highest dose activation, usual class: activators; 330,000 compounds, 0.02% hits;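 also: potency is read from the fitted curve at half-maximal effect; 0% = DMSO controls and full agonism = EC100 isoproterenol or metaproterenol; nearly all actives have a fitted effect of over 65% in size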
* marks the source's active call; other numbers are inactive results; u = inconclusive; x = not tested or not shown. Unless noted, calls follow the shape of the dose curve; as a rule, active = well fitted curve in the direction sought with a large enough effect; inconclusive = small, poorly fitted or top-dose-only effect, or another doubt; inactive = no such curve, though single readings can be large; an effect the other way counts as inactive or inconclusive. Unless noted, % is scaled to controls: 0 for no effect and ±100 for the full control effect.

compound	PKM2 activator	Coupling enz	B2AR arrestin	KCNH2 WT inh	uPA generation	Eya2 phos inh	Giardia killer	KCNH2 3.1 inh	USP2a block	Chronic BCR inh	GALK inh
CCOc1cc(/C=C2\C(=O)N(c3cccc(C(F)(F)F)c3)C(=O)c3ccccc32)ccc1O	12%	1	3.9%	-2	-2%	-10%	4	12	0%	11%	-1%
COc1ccc(C2=[N+]([O-])C(C)(C)N(O)C2C)cc1 (stereo unspecified)	-3%	0	-0.3%	16	0%	1%	17	-3	2%	-5%	-5%
O=C(NC1CCCCC1)N(Cc1nc2ccccc2c(=O)[nH]1)C1CCCC1	0%	-3	3.7%	-5	0%	14%	-24	-6	3%	5%	4%
COc1cc(OC)cc(C(=O)N[C@H](C(=O)Nc2nc3ccc(S(C)(=O)=O)cc3s2)C(C)C)c1	23%	-7	0.2%	-2	0%	-12%	8	10	-3%	u	4%
CN1C(=O)/C(=C/c2cn(CC(=O)NCc3ccco3)c3ccccc23)NC1=S	7.9µM*	-3	-0.6%	x	x	1%	x	x	1%	u	5%
Cc1csc(NC(=O)COCC(=O)O)c1-c1nc2ccccc2s1	4%	-7	-0.5%	13	-3%	-2%	2	5	-1%	u	x
O=C(CCNC(=O)c1ccco1)NCCc1ccc(Cl)cc1	3%	x	0.3%	15	6%	-9%	-7	-12	2%	2%	-6%
CC(=O)/C(C#N)=C1\NC(=O)C(Cc2ccccc2C)S1 (stereo unspecified)	10%	13	-1.1%	-5	-10%	-11%	16	9	11%	5%	1%
Cc1c(C(=O)Nc2nnc(C3CC3)s2)oc2c(Cl)cccc12	x	x	-1.9%	18	1%	-14%	3	-16	1%	2%	x
CC(C)C(=O)Nc1nnc(Cc2ccccc2)s1	-3%	4	-0.9%	1	0%	19%	12	-9	4%	u	5%
CCOC(=O)C1CCN(CC(=O)c2c(C)[nH]c3cc(C)ccc23)CC1	18%	1	-0.2%	24	1%	-3%	-4	-15	-1%	u	2%
Cc1cc(NS(=O)(=O)c2ccc(NC(=O)c3cc4ccccc4o3)cc2)nc(C)n1	-3%	-4	-0.2%	-1	-3%	0%	u	7	0%	13%	-5%
COc1ccccc1NC(=O)Cc1nnc(SCC(=O)NC2=NCCS2)n1C	x	0	-0.1%	-9	4%	4%	15	12	3%	1%	-3%
CCOc1ccc(C2NC(=O)c3sc(=S)n(-c4ccccc4)c3N2)cc1 (stereo unspecified)	-9%	0	-0.4%	12	-9%	18%	2	4	2%	-1%	x
CCn1cc(SCC(=O)NCc2ccc3c(c2)OCO3)c2ccccc21	9%	-1	0.4%	22	7%	-15%	7	-33	0%	3%	2%
CCOc1ccc(C(=O)N2CCCN(C(=O)c3ccc(OCC)cc3)CC2)cc1	-1%	4	-0.8%	28	6%	4%	-1	-3	0%	2%	0%
Cc1ccc(NC(=O)c2cccc3c2-c2ccccc2C3=O)cc1C	-3%	0	0.6%	-14	1%	8%	-15	11	-5%	-6%	0%
O=C(COC(=O)COc1ccccc1)Nc1cccnc1Cl	x	x	-0.1%	2	0%	-22%	0	15	2%	0%	x
CN1CCN(C(=O)c2ccc(N(C)S(=O)(=O)c3cccs3)cc2)CC1	1%	1	0.0%	u	2%	9%	24	-4	0%	19%	-1%
CC1CCCN(CCCNC(=O)c2nn(C)c3c2CSc2ccccc2-3)C1 (stereo unspecified)	4%	-1	0.4%	7	3%	-3%	-4	-33	3%	-2%	7%
Cc1cc(N/N=C2/CCCc3ccccc32)nc2ccccc12	0%	-6	0.5%	-9	-7%	9%	1	-7	2%	u	-1%
CN(CC(=O)Nc1ccc(N2CCOCC2)cc1)C(=O)CCNC(=O)c1ccccc1Cl	x	x	0.1%	10	1%	7%	-12	0	-1%	2%	x
COC(=O)C(CCSC)NC(=O)c1cc2c(n(-c3ccc(C)cc3)c1=O)CCCC2=O (stereo unspecified)	-2%	-14	-0.4%	9	3%	-3%	12	-5	-4%	u	-1%
COc1ccc(-n2nc([N+](=O)[O-])c(=NCc3cccnc3)n2O)cc1	-2%	-1	0.4%	-3	u	-8%	-97*	11	2%	10%	0%
O=C(COc1ccc2ccccc2c1)NNC(=O)Nc1ccc(F)cc1F	2%	-1	-0.4%	6	10%	8%	-1	-7	3%	7%	-2%
Cc1c(CC(=O)NCCCC(=O)O)c(=O)oc2cc3oc4c(c3cc12)CCCC4	x	0	-0.4%	-11	3%	-21%	1	-5	0%	-3%	1%
COc1cc(/C=C/C(=O)c2ccc3c(c2)OCO3)cc(Cl)c1O	x	2	0.2%	-10	-10%	17%	-21	14	2%	u	4%
COc1ccc(CNC(=O)COC(=O)/C=C/c2cccc(Br)c2)cc1	7%	4	-0.1%	2	1%	5%	-22	8	2%	3%	3%
C=CCOc1c2ccc(C(=O)NCc3ccccc3OC)cc2nn1C	-7%	0	-0.9%	-1	8%	-3%	3	15	2%	-29%	x
CCCCC(=O)N(CCOC)c1nnc(-c2cccnc2)s1	-2%	9	-0.2%	2	0%	8%	-12	4	-2%	1%	4%
CCn1c(CN2CCOCC2)nnc1SCC(=O)Nc1ccccc1C	1%	x	-0.6%	-4	-3%	-14%	6	-4	0%	2%	-3%
O=C(NC(=S)Nn1cnc2c(cnn2-c2ccccc2)c1=O)c1ccc(Oc2ccccc2)cc1	-2%	5	-0.3%	-18	5%	0%	11	-6	2%	3%	1%
CCOc1ccc(NC(=O)c2ccncc2)cc1	-4%	-2	0.1%	1	-1%	-9%	7	1	0%	-2%	1%
COC(=O)CN1C(=O)N/C(=C/c2cc3c(cc2OC)OCO3)C1=O	-37%	2	-0.4%	8	-2%	22%	14	12	1%	u	11%
Cc1ccc(CCN2C(=O)c3ccc(C(=O)O)cc3C2=O)cc1	x	14	-0.9%	x	x	14%	x	x	4%	7%	x
CCOc1ccc(-n2c(=O)c3ccccc3c3ccccc3c2=O)cc1	14%	-3	0.4%	-2	-1%	-9%	-10	5	-2%	u	-3%
CC(C)(C)c1ccc(N2C(=O)CSC2c2cccnc2)cc1 (stereo unspecified)	1%	3	0.4%	-7	-1%	10%	-11	-1	2%	2%	-1%
C[C@H](CO)N1C[C@H](C)[C@@H](CN(C)C(=O)Nc2ccc(C(F)(F)F)cc2)Oc2ccc(NC(=O)Nc3ccc4c(c3)OCO4)cc2C1=O	x	x	-0.6%	-16	1%	-15%	-21	-5	-8%	6%	x
CC1=C(C(=O)c2ccccc2)C(c2cccc([N+](=O)[O-])c2)NC(=S)N1 (stereo unspecified)	0%	0	0.2%	14	-46%	-5%	7	0	1%	2%	-8%
O=C(COC(=O)COc1ccccc1)NCc1ccco1	x	x	0.5%	-8	-5%	0%	-13	10	-1%	-1%	x
Cc1ccc(/C=C/c2onc(C)c2S(=O)(=O)N2CCC(C(=O)NC(C)(C)C)CC2)cc1	1%	2	0.1%	-12	2%	u	1	-12	0%	-5%	x
COc1ccc(N2CCN(C(=O)c3cc(-c4cc(OC)ccc4OC)nc4ccccc34)CC2)cc1	-1%	-3	-0.7%	1	11%	-16%	16	-39	1%	-3%	-8%
COc1cc(OC)cc(C(=O)N[C@H](C(=O)OCC(=O)c2ccc3c(c2)NC(=O)CO3)C(C)C)c1	-14%	0	-0.3%	6	2%	-4%	-11	0	5%	2%	-2%
CCOC(=O)N1CCC(Nc2ncnc3c2cnn3-c2ccccc2)CC1	3%	3	0.0%	-4	x	5%	1	5	-2%	u	-1%
O=C(CSc1nnc(-c2ccco2)n1-c1ccccc1)Nc1c(Cl)cc(Cl)cc1C(=O)O	x	x	-2.0%	-9	-3%	u	13	-7	-2%	2%	x
COC(=O)c1sc(N)c(C(=O)OC)c1COC(=O)CNS(=O)(=O)c1ccc(C)cc1	-7%	1	-0.8%	-2	0%	2%	2	4	0%	0%	1%
CC(C)C(C(=O)NCc1ccccc1)N(CC1CCCO1)C(=O)CNS(=O)(=O)c1ccccc1 (stereo unspecified)	0%	0	-0.5%	-3	-1%	-9%	3	7	1%	0%	6%
CC(C)Sc1nc(SCC(=O)O)c2c3c(sc2n1)COC(C)(C)C3	2%	2	0.7%	3	-11%	-10%	-3	4	2%	u	-2%
O=C(COc1ccccc1)Nc1ccccc1NS(=O)(=O)c1cccs1	3%	5	-0.1%	6	4%	-1%	0	x	0%	2%	0%

Screening data (PubChem BioAssay)
